Compound activity from PubChem BioAssay.
ERK EGF block: EGF-driven ERK pathway inhibition; HEK293-V1b, EGF-stimulated phospho-ERK AlphaScreen; Potency, µM (top dose mostly 11.5 µM), for the others: top-dose activity change, negative = inhibition, most hits filed as inhibitors; actives 0.41% (n = 130,000); active means well fitted inhibition curve with a large enough effect; inconclusive means small, poorly fitted or top-dose-only effect, or effect the other way;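 further: plate controls were stimulated vehicle wells for no effect and unstimulated vehicle basal for full effect; nearly all actives have a fitted effect of over 55% in size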
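Concentration-response of compounds against EGF-driven ERK phosphorylation in V1b-expressing HEK293 cells; 30 min preincubation, 5 min EGF, AlphaScreen detection; Normalized to DMSO basal and 25 nM EGF.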
An asterisk follows results filed as active; ? = inconclusive; & = joins results of further samples; [ ] = remark or other dose. Potency means the concentration at half of the fitted maximal effect. This is a subset, so the mix of outcomes need not match the whole.

Preview:
SMILES	ERK EGF block
O=C(NC(Cc1c[nH]c2ccccc12)C(=O)O)/C(=C/c1ccc2c(c1)OCO2)NC(=O)c1ccccc1 (stereo not drawn)	5%
CCOC(=O)COc1c(Cl)cc(C2NC(=S)NC(c3ccccc3)=C2C(C)=O)cc1OC (stereo not drawn)	5%
CN(C)/C(Cn1cncn1)=C1/N=C(c2ccccc2)OC1=O	1%[57.5 µM]
CC1CCCN(Cc2csc(N)n2)C1 (stereo not drawn)	6%
C/C(=N\O)C(C)(C)Nc1ccc(F)cc1	7%[57.5 µM]
COc1ccc(C2C(C#N)=C(C)NC(C)=C2C(=O)OC(C)C)c(OC)c1 (stereo not drawn)	1%
CCn1ncc(C(=O)Nc2ccccc2C)c1C	4%
COCCN=C1Sc2nc3ccc(C)cc3cc2CN1Cc1cccs1	-14%
CCOP(=O)(OCC)C(Nc1ccc(C(=O)O)cc1)c1ccccc1 (stereo not drawn)	5%[57.5 µM]
O=C(COc1ccc(Nc2ccccc2)cc1)OCC(=O)N1CCCCC1	0%[57.5 µM]
O=C(CCc1ccccc1)NCCc1cccs1	6%
CNC(=O)CN(c1ccc(OC)cc1)S(=O)(=O)c1ccc(F)cc1	-1%
CC(C)c1ccc(/C=C2\Oc3c(ccc(O)c3CN3CCN(C)CC3)C2=O)cc1	1%
C=C(C)C1CC=C(CO)CC1 (stereo not drawn)	6%
CCc1ccccc1NCC(=O)Nc1ccc(Cl)c(C(F)(F)F)c1	6%
Cc1[nH]c2ccccc2c1C(c1ccncc1)N1CCC(C)CC1 (stereo not drawn)	1%
CC1CCCCC1NC(=S)Nc1ccc(Cl)cc1Cl (stereo not drawn)	-7%
Cc1cccc(NC(=O)C2CCN(S(=O)(=O)c3c(C)noc3/C=C/c3ccco3)CC2)n1	-11%
CC(=O)CSc1ncnc2sc3c(c12)CCCC3	-8%
CCOc1ccc2ccccc2c1CNc1nnnn1CC	3%
Cc1ccc(C(=O)NC(=O)OCCn2c(C)cnc2[N+](=O)[O-])cc1	6%
CC(=O)c1ccc(NC(=O)CC2Nc3cccc4cccc(c34)NC2=O)cc1 (stereo not drawn)	?
COC(=O)C1=NN(c2cccc3ccccc23)C2C(=O)N(c3ccccc3OC)C(=O)C12 (stereo not drawn)	3%[57.5 µM]

The whole of this part, previewed entries included:
SMILES	ERK EGF block
O=C(NC(Cc1c[nH]c2ccccc12)C(=O)O)/C(=C/c1ccc2c(c1)OCO2)NC(=O)c1ccccc1 (stereo not drawn)	5%
CCOC(=O)COc1c(Cl)cc(C2NC(=S)NC(c3ccccc3)=C2C(C)=O)cc1OC (stereo not drawn)	5%
CN(C)/C(Cn1cncn1)=C1/N=C(c2ccccc2)OC1=O	1%[57.5 µM]
CC1CCCN(Cc2csc(N)n2)C1 (stereo not drawn)	6%
C/C(=N\O)C(C)(C)Nc1ccc(F)cc1	7%[57.5 µM]
COc1ccc(C2C(C#N)=C(C)NC(C)=C2C(=O)OC(C)C)c(OC)c1 (stereo not drawn)	1%
CCn1ncc(C(=O)Nc2ccccc2C)c1C	4%
COCCN=C1Sc2nc3ccc(C)cc3cc2CN1Cc1cccs1	-14%
CCOP(=O)(OCC)C(Nc1ccc(C(=O)O)cc1)c1ccccc1 (stereo not drawn)	5%[57.5 µM]
O=C(COc1ccc(Nc2ccccc2)cc1)OCC(=O)N1CCCCC1	0%[57.5 µM]
O=C(CCc1ccccc1)NCCc1cccs1	6%
CNC(=O)CN(c1ccc(OC)cc1)S(=O)(=O)c1ccc(F)cc1	-1%
CC(C)c1ccc(/C=C2\Oc3c(ccc(O)c3CN3CCN(C)CC3)C2=O)cc1	1%
C=C(C)C1CC=C(CO)CC1 (stereo not drawn)	6%
CCc1ccccc1NCC(=O)Nc1ccc(Cl)c(C(F)(F)F)c1	6%
Cc1[nH]c2ccccc2c1C(c1ccncc1)N1CCC(C)CC1 (stereo not drawn)	1%
CC1CCCCC1NC(=S)Nc1ccc(Cl)cc1Cl (stereo not drawn)	-7%
Cc1cccc(NC(=O)C2CCN(S(=O)(=O)c3c(C)noc3/C=C/c3ccco3)CC2)n1	-11%
CC(=O)CSc1ncnc2sc3c(c12)CCCC3	-8%
CCOc1ccc2ccccc2c1CNc1nnnn1CC	3%
Cc1ccc(C(=O)NC(=O)OCCn2c(C)cnc2[N+](=O)[O-])cc1	6%
CC(=O)c1ccc(NC(=O)CC2Nc3cccc4cccc(c34)NC2=O)cc1 (stereo not drawn)	?
COC(=O)C1=NN(c2cccc3ccccc23)C2C(=O)N(c3ccccc3OC)C(=O)C12 (stereo not drawn)	3%[57.5 µM]
COC(=O)Cn1c(=O)c2c(n(Cc3ccccc3)c1=O)N/C(=C/c1ccc(Br)cc1)C2=O	-6%[57.5 µM]
CCCN(CC(=O)Nc1ccc(OC)c(OC)c1)CC(=O)Nc1ccc(F)c(F)c1F	5%
Cc1ccc(N=C2NC(=O)/C(=C/c3cccn3C)S2)cc1	0%[57.5 µM]
CC(=O)Nc1ccc(NC(=O)COc2ncnc3ccccc23)cc1	0%
Nc1c(Cl)cc(NC(=O)c2ccccc2C(=O)O)cc1Br	3%
Cc1cccc(C)c1NC(=O)N1CCN(C2CCCCC2)CC1	-1%
Oc1ccc(N=Nc2n[nH]c(-c3ccccc3)n2)cc1	1%
O=C(Nc1ccccc1)N(c1ccccc1)C1C=CS(=O)(=O)C1 (stereo not drawn)	-7%[57.5 µM]
COc1ccc(/C=C(\NC(=O)c2ccccc2)C(=O)NNC(=O)CCN2CCOCC2)cc1	?
CC(=O)Nc1cc(Cl)ccc1OS(=O)(=O)c1ccc(C)cc1	5%
COc1ccc(C(=O)NNC(=S)Nc2ccccc2)cc1	-3%
Cc1cc([N+](=O)[O-])ccc1NCc1ccco1	-7%
O=C(CNC(=S)N(Cc1ccccc1F)C1CCCCC1)NCCN1CCOCC1	-3%
CCC(CC)C(=O)NCCc1cc2c(C)ccc(C)c2[nH]c1=O	-9%[57.5 µM]
O=c1oc2cc(O)ccc2cc1-c1ccc2c(c1)OCCO2	1%
O=C(Nc1cccnc1)c1ccc(F)cc1	6%
Cc1cc(C(=O)OCC(=O)NC(C)c2ccccc2)c(C)o1 (stereo not drawn)	5%
O=C(N/N=C/c1ccccc1OC(=O)c1ccc2c(c1)OCO2)c1ccccc1	3%
COc1ccccc1N1CCN(CCN2C(=O)CC3(CCCC3)CC2=O)CC1	7%&0%
C=CCNC(=O)NC(=O)CSc1nc2cc([N+](=O)[O-])ccc2n1-c1cccc(C(F)(F)F)c1	15%
COc1cccc2c1C(=O)c1c(O)c3c(c(O)c1C2=O)C[C@](O)(C(C)=O)C[C@H]3O[C@@H]1C[C@H](N)[C@H](O)[C@H](C)O1	-1%[25.7 µM]
O=C(NCc1ccco1)C(=O)c1cn(CC(=O)N2CCCCC2)c2ccccc12	-1%
Cc1oc(-c2ccccc2)cc1C(=O)Nc1cccc(/C=C/C(=O)O)c1	0%
CCN(CC)S(=O)(=O)c1cccc(-c2nnc(SCC(N)=O)n2C)c1	11%
S=c1[nH]nc(C2(c3ccccc3)CCCC2)o1	-11%[57.5 µM]
COc1cc(NC(=O)C/C(C)=N/NC(=O)C(OC)c2ccccc2)c(OC)cc1Cl (stereo not drawn)	2%
CC1=C(C(=O)OC2CCCCCC2)C(c2ccc(C)o2)C2=C(CCCC2=O)N1 (stereo not drawn)	-3%
Cc1ccc(Cl)c(Nc2ccccc2C(=O)O)c1Cl	?
CC1(C)C2CCC(C2)C1(C)NC(=O)CNCc1cccs1 (stereo not drawn)	-14%
CCN1CCN(Cc2ccc(NC(=O)c3cc(NC(=O)c4cnnc5ccccc45)cc(OC)c3)cc2C(F)(F)F)CC1	-17%[57.5 µM]
CCOCCCNC(=O)Cn1cc2c(n1)CCCC2	16%
Cc1ccc(C)c(NC(=O)CCC(=O)NNC(=S)Nc2ccccc2)c1	-1%
COc1ccccc1-n1cc(CN2CCN(C3CCCC3)C(CCO)C2)cn1 (stereo not drawn)	-3%
CC(C)CC(=O)N[C@H](C(=O)N[C@H](C(=O)N[C@@H](CC(C)C)[C@H](O)CC(=O)N[C@@H](C)C(=O)N[C@@H](CC(C)C)[C@H](O)CC(=O)O)C(C)C)C(C)C	-2%[25.7 µM]
COc1ccc(O)c(C(c2c(C)[nH][nH]c2=O)c2c(C)[nH][nH]c2=O)c1	3%
Cc1nc(SCc2ccc(F)cc2)c([N+](=O)[O-])[nH]1	6%
CCOCCCNC(=S)Nc1ccc(Br)cc1Cl	-8%[57.5 µM]

(more compounds)
SMILES	ERK EGF block
O=C(CCN1CCCCC1)N=Nc1c(O)[nH]c2ccccc12	5%
CC(=O)N/C(=C\c1cccc([N+](=O)[O-])c1)C(=O)NC1CCCCC1	7%
Clc1ccc(CSc2nnc3ccccn23)c(Cl)c1	-1%
COC(=O)N[C@@H](CCc1ccccc1)[C@]1(C(C)=O)CCCC1=O	14%
CCOCCCn1c(=NC(C)=O)c(C#N)cc2c(=O)n3cccc(C)c3nc21	?
COc1ccc(C(=O)c2ccc(Cl)c([N+](=O)[O-])c2)cc1	8.9µM*
Cc1cc2c(cc1C)-c1c(ssc1=Nc1ccc(S(N)(=O)=O)cc1)C(C)(C)N2	2%
Cc1[nH]c2ccccc2c1C(c1ccncc1)N1CCN(c2ccccc2F)CC1 (stereo not drawn)	6%
Cc1nc(-c2ccc(Br)cc2)ccc1C(=O)O	8%
CCOC(=O)C1=C(Nc2ccccc2)CC(C)(O)C(C(=O)OCC)C1c1ccc(Br)cc1 (stereo not drawn)	8%
CC1(C)Nc2ccccc2N(Cc2ccc([N+](=O)[O-])cc2)C1=O	-11%
COc1ccccc1/C=C/C(=O)NC(=S)NCC1CCCO1 (stereo not drawn)	-19%
Oc1c(N=NC(=S)Nc2ccccc2F)c2ccccc2n1Cc1ccccc1	?
O=C(CSc1ccsc1[N+](=O)[O-])Nc1cc(F)ccc1F	-4%
CC1=C(C(=O)OC2CCCC2)C(c2coc3ccccc3c2=O)C2=C(CC(C)(C)CC2=O)N1 (stereo not drawn)	-1%[57.5 µM]
CCc1nnc(NS(=O)(=O)c2ccc(NC(=S)NC(=O)c3cccs3)cc2)s1	-5%
Cc1occc1-c1nnc(SCC(=O)N2CCN(c3ccccc3F)CC2)n1C	-1%
Nc1ccc(C(=O)Nc2ccc(NC(=O)c3ccco3)c(O)c2)cc1	4%[57.5 µM]
Cc1cc(C(=O)COc2cc(F)ccc2[N+](=O)[O-])c(C)n1C1CC1	6%
Cc1cccc(-n2cc[nH]c2=S)c1	5%
Cc1cccc(NC(=O)c2cccc(NC(=O)Cc3cccs3)c2)c1	3%
Cc1cccc(NC2=NC(C)(C)N=C(N)N2)c1	-14%
Cc1cc(=O)oc2cc(OCC(=O)OCC(=O)N3CCC(C)CC3)ccc12	1%
CN(C[C@H](Cc1ccccc1)N(C[C@H](CC1CCCCC1)N(CCc1ccccc1)N=O)N=O)N=O	-3%[57.5 µM]
CSCCC(NC(=O)c1ccccc1C)C(=O)O (stereo not drawn)	39%
CN(Cc1ccccc1)C(=O)COC(=O)c1ccc(S(=O)(=O)N(C)C)cc1	-11%
C=C(C(=O)c1ccccc1)C(c1ccccc1)C(C)C(=O)c1ccccc1 (stereo not drawn)	-7%
Cc1cc(C(=O)OCC(=O)Nc2ccc(F)cc2[N+](=O)[O-])c2ccccc2n1	3%
CC1=Nc2cc(Cl)ccc2Oc2ccccc21	?
CN(Cc1ccccc1)C(=O)COC(=O)c1ccccc1NS(=O)(=O)c1cccc(N)c1	8%
COc1ccc2c3c([nH]c2c1)C1(NCC3)C(=O)Nc2ccccc21 (stereo not drawn)	-13%[57.5 µM]
COC(=O)[C@H](COC(C)(C)C)NC(=O)O[C@@H]1C(=O)c2cc(OC)ccc2O[C@H]1c1cccc(OC)c1	-10%
Cc1ccc(C(=O)N2CCN(Cc3ccc4c(c3)OCO4)CC2)cc1S(=O)(=O)N1CCOCC1	-7%[57.5 µM]
COc1cc(/C=N/O)cc(Br)c1OCC(=O)NCc1ccccc1	-2%
CC(/C=N/Nc1nc(C)cc(=O)[nH]1)=C\c1ccccc1	-3%
Cc1ccc(C(=O)NC(c2ccccc2)C(Cl)Cl)cc1 (stereo not drawn)	14%
CC(=O)Oc1ccc(N(c2ccccc2)S(=O)(=O)c2ccc(C)cc2)cc1	3%[57.5 µM]
CNC(=S)N(Cc1ccc(OC)cc1)Cc1cc2cccc(C)c2[nH]c1=O	8%
COC(=O)Cc1ccc(NC(=S)N2CCN(c3ccc(F)cc3)CC2)cc1	-8%
Cc1cc(N2CCOCC2)nc2ccc(NC(=S)N3CCN(Cc4ccccc4)CC3)cc12	4%
CC(C)CCc1c(O)nc(SCC(C)C)[nH]c1=O	-7%
CCC1=Nc2cc(C(=O)NCc3ccco3)ccc2Sc2ccc(C)cc21	2%
C=CCn1c(SCC(=O)c2ccc(Cl)cc2)nnc1-c1ccc2c(c1)OCO2	-3%
COc1ccc(C(=O)N/N=C/c2ccc(OC)c(CN3CCc4cc(OC)c(OC)cc4C3C)c2)cc1 (stereo not drawn)	-7%
CCOC(=O)N1N=C(c2ccc(OC)cc2)CC1(O)C(F)(F)F (stereo not drawn)	5%
Cc1cc(N2CCCC2)ccc1/C=C1\NC(=S)N(C)C1=O	?
Cc1ccc(CSC2=Nc3ccccc3C3=NC(=O)CN23)cc1	-6%
COc1cc(/C=N/NC(=O)c2cc(-c3ccc4c(c3)OCO4)n[nH]2)ccc1O	-1%
COc1ccc(Cl)cc1NC(=S)NCCO	-9%
OCC1(Cc2ccc(Cl)cc2)CCN(Cc2ccc3nsnc3c2)CC1	4%
CCOc1ccc(NC(=O)CSc2nnc(Cc3cccn3C)n2-c2ccc(F)cc2)cc1	-6%
Cc1nc(N)sc1N=Nc1c(C)n(C)n(-c2ccccc2)c1=O	1%[57.5 µM]
Cc1ccc(OCC(=O)NCCO)c(Br)c1	1%
Cc1cc(C)n(/N=C/c2ccco2)c(=O)c1C#N	1%
